LGR2 antag: inhibitors of bursicon-induced Drosophila LGR2 receptor cAMP signaling. 380,000 compounds, 0.35% hits. HEK293 LGR2, CRE-luciferase, bursicon-stimulated, 4 h. AID 720647. inhibition, % at 9.99 µM;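 active means drop in luminescence signal, shown as inhibition above about 50% in the replicate tests, limit read from the data, passing the limit was not always enough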;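 further: agonist challenge used bursicon conditioned medium at about half maximal strength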
FN deposit inh: fibronectin deposition inhibition; AH1F fibroblasts, Alexa488-fibronectin deposition fluorescence, overnight; inhibition, % at 12.6 µM; 350,000 compounds, 0.086% hits; AID 743247;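 active means mean inhibition across replicates of 30% or more, regardless of how many single replicates reach that level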;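 further: positive control wells lacked labelled fibronectin entirely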
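Test system: AH1F fibroblast monolayer depositing Alexa488-labelled fibronectin into matrix. Input: 10000 cells per well. Technique: fluorescence, ex 485 nm, em 525 nm. Buffer or medium: DMEM plus 2% serum, read in PBS. Timing: 1 h cell adhesion before compound, then overnight fibronectin incubation. Compound: single dose, pinned. Read-out basis: inhibition from reduced deposited-fibronectin fluorescence.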
PAX8 inh HTS: inhibitors of PAX8 transcriptional activity in RMG-I cells; RMG-I TPO-luciferase reporter, SteadyGlo, 24 h; inhibition, % at 12.6 µM; 360,000 compounds, 1.2% hits; AID 652154;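 active means mean replicate inhibition at least 60% with every replicate also reaching 60%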;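 further: luciferase light reporting Pax8 driven TPO promoter activity; plate controls were median of neutral control wells for no effect and mitoxantrone controls for full effect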
S100A4 inh HTS: blocks human S100A4 binding to myosin IIA peptide; P26447; S100A4/TAMRA-MyoIIA peptide fluorescence polarization; inhibition, % at 10.7 µM; 360,000 compounds, 0.14% hits;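 active means mean inhibition of at least 70% across replicates, with every replicate also reaching that level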
Target sequence (P26447 whole entry, looked up): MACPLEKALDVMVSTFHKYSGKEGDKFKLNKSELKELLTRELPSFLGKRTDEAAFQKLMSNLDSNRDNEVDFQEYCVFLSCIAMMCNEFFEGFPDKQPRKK
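Material: S100A4 monomer protein / Buffer or medium: 50 mM HEPES pH 7.2, 10 mM CaCl2, 100 mM KCl / Times: 5 min incubation before reading / Benchmarks: neutral control DMSO, positive control TFP / Reagent: labelled myosin peptide probe, 5 nM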
ERAP1 HTS inh: ERAP1 (human) enzyme inhibition | Q9NZ08 | recombinant ERAP1, Leu-AMC fluorescence, 60 min | inhibition, % at 10.7 µM | 340,000 compounds, 0.15% hits | AID 652197;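 active means mean replicate inhibition of at least 30%, or all replicates individually reaching that 30% level; inactive means mean below 30% and not every replicate reaching it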;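 further: 0% = neutral control wells and 100% = L-leucinethiol positive control wells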
Target sequence (Q9NZ08 whole entry, looked up): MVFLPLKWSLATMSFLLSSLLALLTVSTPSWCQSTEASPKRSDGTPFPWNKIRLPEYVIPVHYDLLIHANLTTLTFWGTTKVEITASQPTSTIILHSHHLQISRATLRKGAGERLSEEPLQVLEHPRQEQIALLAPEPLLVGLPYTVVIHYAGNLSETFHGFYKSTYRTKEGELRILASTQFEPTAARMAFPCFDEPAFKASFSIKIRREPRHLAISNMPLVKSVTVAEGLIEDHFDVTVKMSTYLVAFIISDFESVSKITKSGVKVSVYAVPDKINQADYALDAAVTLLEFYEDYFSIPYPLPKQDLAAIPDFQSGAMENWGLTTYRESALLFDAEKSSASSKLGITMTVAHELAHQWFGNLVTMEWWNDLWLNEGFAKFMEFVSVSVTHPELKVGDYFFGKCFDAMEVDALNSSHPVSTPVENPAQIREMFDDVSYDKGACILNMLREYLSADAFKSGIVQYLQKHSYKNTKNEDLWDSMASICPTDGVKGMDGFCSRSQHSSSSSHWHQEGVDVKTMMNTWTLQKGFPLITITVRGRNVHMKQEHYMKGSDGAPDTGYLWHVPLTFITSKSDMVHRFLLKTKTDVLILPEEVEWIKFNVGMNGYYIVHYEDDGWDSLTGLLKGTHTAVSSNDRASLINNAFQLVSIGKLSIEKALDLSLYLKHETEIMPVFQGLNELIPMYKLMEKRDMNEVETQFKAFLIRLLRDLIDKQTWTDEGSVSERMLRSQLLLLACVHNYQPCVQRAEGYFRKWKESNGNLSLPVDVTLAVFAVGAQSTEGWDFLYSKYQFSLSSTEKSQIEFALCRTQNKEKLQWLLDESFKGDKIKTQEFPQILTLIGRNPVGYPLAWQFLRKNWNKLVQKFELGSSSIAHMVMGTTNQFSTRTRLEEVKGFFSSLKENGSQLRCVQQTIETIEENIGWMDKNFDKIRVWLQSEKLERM
EWS-Fli block: EWS/Fli transcriptional activity inhibition. inhibition, % at 12.6 µM. AID 651661. 350,000 compounds, 0.67% hits. A673 NR0B1-luciferase reporter, viability-normalised;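 active means mean inhibition of at least 50% after viability correction, with every replicate also passing that limit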;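 further: firefly luciferase signal divided by Alamar Blue viability fluorescence both relative to DMSO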
PGC1a acetyl inh: PGC1a acetylation modulation, inhibitor mode. U2OS PGC1a acetylation, AlphaScreen anti-acetyl-lysine; with virally co-expressed GCN5 acetyltransferase. 350,000 compounds, 0.17% hits. inhibition, % at 15.6 µM. AID 651687;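 active means every replicate shows inhibition of at least 40%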;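 further: 0% = neutral control wells and 100% = positive control wells; some results beyond the cut were filed as inactive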
PglD DTNB: PglD (C. jejuni) enzyme inhibition. purified PglD enzyme, DTNB colorimetric CoA detection. inhibition, % at 12.5 µM. 360,000 compounds, 0.098% hits; in the data active means inhibition above about 16%, passing the limit was not always enough; further: strong numbers were not always called active
* marks the source's active call; other numbers are inactive results; nt = no result given. Hits appear at their usual frequency; overall some 2.1% were active at least once.

SMILES	LGR2 antag	FN deposit inh	PAX8 inh HTS	S100A4 inh HTS	ERAP1 HTS inh	EWS-Fli block	PGC1a acetyl inh	PglD DTNB
CC(=O)N(C)C[C@H]1Oc2cc(-c3cccc(F)c3)ccc2S(=O)(=O)N([C@H](C)CO)C[C@@H]1C	-7	1	-6	19	-2	-10	4	2
CCCn1nc(C(=O)NNC(=O)CCCOc2ccc(C)cc2)c2ccccc2c1=O	7	-4	-5	-12	-1	3	3	-2
C/C=C/c1ccc2c(c1)O[C@@H](CN(C)C(=O)CN1CCOCC1)[C@@H](C)CN([C@@H](C)CO)S2(=O)=O	-19	-4	nt	11	-2	2	3	-1
COc1cc2c(cc1OC)[C@@H](NC(=O)c1ccc(C(F)(F)F)cc1)[C@H](OCc1ccccc1)C2	-19	5	-15	2	0	14	11	-4
COC(=O)CSc1cc(C(=O)c2nccn2C)c2ccccc2n1	nt	nt	nt	-2	-9	nt	2	4
CC(C)(C)c1csc(N/N=C/c2cccnc2)n1	nt	-7	-123	-12	3	-57	3	-3
Cc1c(C(=O)NC(C)C)c(-c2ccccc2)nn1-c1ccccc1	-6	-6	41	-2	0	-1	11	3
Cc1ccc(NC(=O)C2CCN(S(=O)(=O)c3cccs3)CC2)c(O)c1	-2	0	1	-3	1	nt	nt	5
CCN(CC)c1ccc(/C=C(/C#N)c2nc3ccc(C)cc3[nH]2)c(OC(C)C)c1	0	nt	nt	-24	1	3	-11	-6
CCCCc1cc(-c2n[nH]c(=S)o2)c2ccccc2n1	7	5	5	-2	0	13	2	-1
CCOC(=O)C1CCN(C(=O)COC(=O)COc2ccccc2OC)CC1	nt	-2	-3	nt	nt	nt	0	-5
CC(C)c1ccc(/C=C/C(=O)CCC(=O)O)cc1	17	6	-109	2	0	41	4	nt
COC(=O)c1ccc(CNC(=O)C23CC4CC(CC(C4)C2)C3)cc1	-3	15	-11	-2	-3	-2	-12	2
COc1ccc(-c2nc3ccc(C)cn3c2NCc2ccc3c(c2)OCO3)cc1	-18	-15	-73	-1	11	-8	-13	-10
C(=N\Nc1nc2ccccc2[nH]1)/c1ccc2ncccc2c1	-32	8	-32	3	4	40	49*	-10
CCNC(=O)C1(C)CCN(C(=O)c2cc(F)cc(F)c2)C1 (stereo unspecified)	0	nt	-16	-1	4	4	-1	-4
COc1ccc(-c2noc(CCC(=O)NC3CCCCCC3)n2)cc1	1	-4	-12	2	1	nt	-3	-1
Cc1ccc(S(=O)(=O)N2CCCCC2)cc1NC(=O)COC(=O)c1ccc(=O)[nH]c1	5	2	2	-11	1	0	-3	-4
Cc1cccc(NC(=O)c2nc[nH]c2C(=O)N[C@@H](CC(C)C)C(=O)OCc2ccccc2)c1	-5	-7	2	0	-4	-15	-1	4
O=C(C1CC1)N1[C@H](CO)[C@@H]2c3ccccc3NC[C@@H]21	3	2	-11	-1	5	-13	6	2
COC(=O)[C@@]12C[C@@H](CC(=O)N3CCC(c4ccccc4)CC3)C(=O)N(Cc3ccccc3)C1=CCC(C)(C)C2	12	-19	-1	0	0	-9	nt	nt
CCOc1ccccc1-n1c(SCC(=O)NCc2ccco2)nnc1-c1ccncc1	nt	-1	12	nt	nt	nt	13	-3
O=C(N[C@@H](Cc1cccnc1)C(=O)N1CCC[C@H]1C(=O)NCCc1ccccc1Cl)c1ccc(Cl)c(Cl)c1	10	3	15	-2	-1	1	nt	nt
Cn1c(=NC(=O)CN2C(=O)C3CC=CCC3C2=O)sc2ccccc21 (stereo unspecified)	-22	2	17	3	2	-14	2	-1
COc1cc(/C=C/C(=O)OCC(=O)NC(=O)NC(C)C)ccc1OCC#N	18	-4	3	nt	nt	nt	nt	-1
CCOC(=O)C1=C[C@@H](CC)N(S(=O)(=O)c2ccc([N+](=O)[O-])cc2)[C@H]1c1ccccc1	1	nt	2	-3	5	-12	-7	0
COCC#Cc1cnc2c(c1)C(=O)N([C@@H](C)CO)C[C@H](C)[C@H](CN(C)S(=O)(=O)c1ccccc1)O2	-4	0	nt	-12	3	-6	4	0
COc1ccc(C(=O)Nc2ccc3c(c2)OCO3)cc1OC	-51	nt	nt	0	6	-81	-2	-3
O=C(COC(=O)[C@@H]1CC(O)CN1S(=O)(=O)c1ccccc1[N+](=O)[O-])c1ccccc1 (stereo partly specified)	-5	nt	9	-1	0	1	8	-1
O=C1Nc2cc(C(=O)NCCCN3CCCC3)ccc2S/C1=C/c1ccccc1F	3	-4	24	-5	3	21	-1	0
Cc1ccc(NC(=O)CCc2c(C)nn(-c3ccc(N4CCOCC4)nn3)c2C)c(C)c1	1	-6	1	5	-3	nt	-6	-2
CN(C)CCNCCCNc1c2ccccc2nc2cccc([N+](=O)[O-])c12	-5	5	20	11	2	6	3	nt
CSc1ccccc1NC(=O)CN(C)CC(=O)Nc1ccccc1N1CCOCC1	7	nt	10	1	-4	4	1	nt
CN(C)c1ccc(C(=O)N/N=C/c2ccccn2)cc1	-26	2	-161	0	-1	-43	nt	2
Cc1noc(C)c1C(=O)N1CCN(S(=O)(=O)c2ccc(F)cc2)CC1	-12	-7	-4	-1	3	6	-3	nt
CC(C)NC(=O)Nc1cccc2c1O[C@@H](CN(C)Cc1ccc(C(=O)O)cc1)[C@@H](C)CN([C@H](C)CO)C2=O	2	7	-3	5	-1	-2	11	2
COc1ccc(N(CC(=O)NCc2ccccc2C)S(=O)(=O)c2ccc(C)cc2)cc1OC	0	-13	13	16	-4	-10	2	1
CCc1cc(C(=O)OC)c(NC(=O)CCC(=O)O)s1	nt	5	-23	nt	nt	nt	1	-6
O=C(NC1CCS(=O)(=O)C1)c1ccccc1Cl (stereo unspecified)	2	0	-6	-22	0	-1	2	-4
CC(=O)N1CCCc2cc(S(=O)(=O)N3CCCC3)ccc21	11	10	14	1	-3	nt	nt	-5
Cc1ccc(S(=O)(=O)Nc2ccc3c(c2)CC(=O)N([C@H](C)CO)C[C@H](C)[C@@H](CN(C)CC2CC2)O3)cc1	0	nt	5	-1	1	-3	-4	-7
CC(C)(C)n1nc(Cc2cccc3ccccc23)c(C#N)c1N	-3	-2	12	0	-1	-7	nt	1
C[C@H]1CCCCO[C@H](CN(C)Cc2ccc(C(=O)O)cc2)[C@@H](C)CN([C@@H](C)CO)C(=O)c2cc(NC(=O)Nc3ccc(F)cc3)ccc2O1	8	nt	-1	10	-4	-11	10	-2
COc1ccc(S(=O)(=O)N2CCOCC2)cc1N=Nc1sc(N)nc1-c1ccccc1	6	2	7	8	-8	-3	nt	nt
O=C(Cc1c(F)cccc1Cl)NNC(=O)c1ccccc1Cl	9	7	20	5	-1	-4	nt	-2
O=C(CSc1nc2c([nH]c3ccccc32)c(=O)n1-c1cccc(Cl)c1)N1CCOCC1	-8	-2	55	-2	-6	25	-4	0
COc1cccc(CNC(=O)[C@@H]2CCCN2C(=O)[C@H]2CCCCN2)c1	2	-11	26	0	-3	6	nt	nt
CC(C)c1nc(SCC(=O)Nc2ccc(N(C)C)cc2)c2ccccc2n1	39	1	23	4	0	2	nt	nt
O=C(CCc1ccccc1)Nc1nccs1	-2	1	-32	-1	-4	-40	23	1
CCCCn1c(NCc2ccc(OC)cc2O)nc2ccccc21	-1	4	8	1	2	4	nt	3

Part of the list above in order of number of heavy atoms, lowest first:
SMILES	LGR2 antag	FN deposit inh	PAX8 inh HTS	S100A4 inh HTS	ERAP1 HTS inh	EWS-Fli block	PGC1a acetyl inh	PglD DTNB
O=C(CCc1ccccc1)Nc1nccs1	-2	1	-32	-1	-4	-40	23	1
COc1cccc(CNC(=O)[C@@H]2CCCN2C(=O)[C@H]2CCCCN2)c1	2	-11	26	0	-3	6	nt	nt
COc1ccc(S(=O)(=O)N2CCOCC2)cc1N=Nc1sc(N)nc1-c1ccccc1	6	2	7	8	-8	-3	nt	nt
Cc1ccc(S(=O)(=O)Nc2ccc3c(c2)CC(=O)N([C@H](C)CO)C[C@H](C)[C@@H](CN(C)CC2CC2)O3)cc1	0	nt	5	-1	1	-3	-4	-7

Next section:
SMILES	LGR2 antag	FN deposit inh	PAX8 inh HTS	S100A4 inh HTS	ERAP1 HTS inh	EWS-Fli block	PGC1a acetyl inh	PglD DTNB
CCc1ccccc1N(CC(=O)NCC1CCCO1)C(=O)CCC(=O)Nc1cc(C)on1 (stereo unspecified)	-5	-43	4	-4	-3	2	nt	2
C[C@H](CO)N1C[C@H](C)[C@H](CN(C)Cc2ccncc2)Oc2ccc(N(C)C)cc2C1=O	-30	2	-6	4	-3	3	14	3
CO[C@H]1CN(C)C(=O)c2cc(NC(C)=O)ccc2OC[C@@H](C)N(C(=O)CN(C)C)C[C@@H]1C	1	7	-2	-10	1	-5	nt	7
CCN(C1CCS(=O)(=O)C1)S(=O)(=O)c1cccc([N+](=O)[O-])c1 (stereo unspecified)	5	3	6	-7	-2	5	-4	nt
CCC1CCCCN1CCCNC(=O)CNC(=O)c1nn(-c2ccc(OC)c(Cl)c2)c(=O)c2ccccc12 (stereo unspecified)	-8	12	16	-21	2	6	nt	4
C/C(=N\NC(=O)c1ccccc1O)c1c(O)cc(C)oc1=O	-17	-4	nt	nt	nt	nt	14	4
COc1cc(C(=O)Nn2c(CC(C)C)nc3ccccc3c2=O)cc(OC)c1OC	5	1	-2	-2	-2	5	19	-4
O=C(CCNS(=O)(=O)c1ccc2c(c1)CCC(=O)N2)NCc1cccnc1	nt	5	-15	nt	nt	nt	-4	6
C[C@@H]1CN([C@@H](C)CO)C(=O)c2cccc(NS(=O)(=O)c3ccc(Cl)cc3)c2O[C@H]1CN(C)S(=O)(=O)c1cccs1	9	nt	nt	-3	-3	-6	4	4
Nc1ncncc1-c1ccc([N+](=O)[O-])cc1	-2	nt	nt	9	2	-1	1	-5
COc1cc(/C=C/c2ccc3cccc(OC)c3n2)c(OC(C)=O)c([N+](=O)[O-])c1	nt	-6	30	nt	nt	nt	9	1
CCCNC(=O)C(Cc1ccc(I)cc1)NC(=O)C1CC1 (stereo unspecified)	-1	-5	8	nt	nt	-1	4	-7
CCCn1c(=O)c(C(=O)N/N=C/c2ccccc2F)c(O)c2ccccc21	6	nt	-5	-3	1	-11	nt	nt
O=C(Oc1ccc(OC(=O)C2CCC2)cc1)C1CCC1	nt	3	-6	1	-3	20	nt	nt
CCOC(=O)C1=C(C)NC2=C(C(=O)c3ccccc32)C1c1ccc([N+](=O)[O-])o1 (stereo unspecified)	-36	4	31	-3	nt	20	-12	6
C[C@@H]1CN([C@H](C)CO)C(=O)c2c(c3ccccc3n2C)-c2ccccc2CO[C@H]1CN(C)S(=O)(=O)c1ccc(Cl)cc1	30	-8	nt	3	-1	14	-5	0
O=C1NC[C@@H](CCCCN2CCN(CCc3ccccc3)C(=O)C2=O)N(Cc2ccccc2)C1=O	15	12	-23	2	-1	-1	nt	nt
C#CCOCCOCCOCCNc1nc(N2CCN(C(=O)Cn3cc(CC(C)O)nn3)CC2)nc(N2CCN(C(=O)[C@H](CCCCN)n3cc(CC(C)O)nn3)CC2)n1 (stereo partly specified)	-2	-3	23	0	0	-11	nt	4
Cc1oncc1-c1csc(-c2ccccc2)n1	-28	nt	-27	5	2	-40	-4	nt
Cc1noc(C)c1NC(=O)Nc1ccc2c(c1)C(=O)N(C)[C@H]1CC[C@H](CC(=O)N(C)C)O[C@H]1CO2	-3	0	-9	10	-4	-2	-1	2
O=C(Nc1nc2ccccc2c(=O)[nH]1)c1ccccc1SCc1ccccc1	7	-8	17	1	0	4	-9	2
COc1ccc(S(=O)(=O)N2CCN(CC(=O)NC3CC3)CC2)cc1	8	1	-14	-3	-2	-2	nt	-5

Source: PubChem (Broad Institute)
